UBC13 inh = inhibitors of human UBC13 polyubiquitin chain formation; TR-FRET; AID 485273; inhibition, % at 20 µM; hit rate 0.47% among 330,000; in the data active = inhibition above about 45%, passing the limit was not always enough
Target sequence (P61088 whole entry, looked up): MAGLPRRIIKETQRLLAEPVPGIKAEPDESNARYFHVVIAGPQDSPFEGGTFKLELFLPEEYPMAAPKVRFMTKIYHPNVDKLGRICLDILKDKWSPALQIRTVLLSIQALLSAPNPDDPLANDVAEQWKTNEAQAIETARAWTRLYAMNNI
SENP7 inh = SENP7 protease inhibition | recombinant SENP7, Z-RLRGG-aminoluciferin luminescence, 40 min | inhibition, % at 5 µM | hit rate 1.5% among 330,000;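 active = inhibition above about 50% at the single test dose, limit read from the data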;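 also: plate controls were DMSO with enzyme for no effect and no enzyme buffer wells for full effect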
Target sequence (Q9BQF6 706-1050 limits assumed): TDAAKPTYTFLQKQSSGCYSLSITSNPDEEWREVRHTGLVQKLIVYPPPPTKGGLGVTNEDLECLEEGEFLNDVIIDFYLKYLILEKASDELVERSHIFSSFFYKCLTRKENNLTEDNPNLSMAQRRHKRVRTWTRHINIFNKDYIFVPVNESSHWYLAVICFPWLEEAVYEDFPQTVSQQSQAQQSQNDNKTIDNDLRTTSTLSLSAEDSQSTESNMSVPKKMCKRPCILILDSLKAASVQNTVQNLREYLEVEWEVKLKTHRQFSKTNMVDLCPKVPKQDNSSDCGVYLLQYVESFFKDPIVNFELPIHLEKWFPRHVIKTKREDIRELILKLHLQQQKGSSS
SENP8 block-1 = blocks human SENP8 cleavage of Nedd8 substrate; AID 602440; hit rate 0.64% among 360,000; recombinant SENP8, Nedd8 substrate fluorescence; Q96LD8; inhibition, % at 20 µM; in the data active = inhibition mostly above about 40%, no sharp cut-off; inactive = mostly below about 27%
Target sequence (Q96LD8 whole entry, looked up): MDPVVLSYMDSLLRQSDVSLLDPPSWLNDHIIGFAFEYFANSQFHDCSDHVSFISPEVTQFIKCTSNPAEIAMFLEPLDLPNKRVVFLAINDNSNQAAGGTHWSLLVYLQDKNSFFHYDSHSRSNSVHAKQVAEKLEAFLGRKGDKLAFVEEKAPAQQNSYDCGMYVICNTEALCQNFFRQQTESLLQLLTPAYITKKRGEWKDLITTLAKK
SENP6 block = SENP6 protease inhibition; Recombinant SENP6 catalytic domain, aminoluciferin luminescence; inhibition, % at 10 µM; hit rate 1.8% among 330,000; Q9GZR1;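 active = inhibition above about 50% at the single tested dose, limit read from the data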;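 also: plate controls were DMSO wells with enzyme for no effect and DMSO wells lacking enzyme for full effect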
HKDC1 inhibitor = inhibitors of human hexokinase HKDC1; Q2TB90; recombinant HKDC1, G6PDH/diaphorase resazurin coupled fluorescence; inhibition, % at 20 µM; hit rate 0.16% among 340,000; AID 493160;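 active = inhibition above about 35% when tested at 20 µM, limit read from the data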;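 also: plate controls were DMSO wells with enzyme for no effect and DMSO wells lacking enzyme for full effect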
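Test system: recombinant HKDC1 (HK5) hexokinase enzyme, produced in-house / Doses: 20 µM test compound, 1% DMSO / Timing: 90 min, room temperature / Detection: G6PDH/diaphorase-coupled fluorescence, 1 mM NADP, 100 µM resazurin, 525/613 nm / Control set: DMSO wells with and without enzyme mix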
SENP8 block-2 = blocks the human protease SENP8. purified SENP8, Z-RLRGG-aminoluciferin cleavage, luminescence. inhibition, % at 10 µM. hit rate 1.2% among 330,000. AID 2540; in the data active = inhibition above about 50%
beta cell repl = induces beta-cell replication in MIN6 cells; proliferation, % at 10 µM; MIN6 cells proliferation, ATPlite luminescence, 48 h; cells starved in 0.2% serum; 100% = growth in 10% serum; hit rate 0.29% among 330,000;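 active = compounds whose signal lies at least 3.5 SD above the mean of all wells on their plate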;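 also: 0% = DMSO-treated cells in low-serum medium and 100% = 10% serum control; some compounds called inactive have numbers as strong as hits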
SENP1 FRET inh = inhibitors of human SENP1 SUMO protease catalytic domain | hit rate 0.21% among 360,000 | recombinant SENP1 catalytic domain, CyPet-SUMO1-YPet FRET cleavage | inhibition, % at 10 µM | Q9P0U3 | AID 624204;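 active = inhibition at least 30% at 10 µM, raw YFP signal under a set limit, fluorescence ratio 0.5 to 1.5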;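 also: 0% = enzyme with DMSO and 100% = no enzyme wells; some results filed as inactive read as strong as hits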
Target sequence (Q9P0U3 419-644 limits assumed): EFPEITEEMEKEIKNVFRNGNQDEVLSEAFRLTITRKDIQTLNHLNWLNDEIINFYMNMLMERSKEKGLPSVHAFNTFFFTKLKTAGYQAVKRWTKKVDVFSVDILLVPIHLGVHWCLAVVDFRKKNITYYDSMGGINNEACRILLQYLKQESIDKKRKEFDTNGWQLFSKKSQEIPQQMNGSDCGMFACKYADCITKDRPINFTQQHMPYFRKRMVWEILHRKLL
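Assay system: hSENP1 catalytic domain, recombinant. Amount: SENP1 enzyme, 20 pM final. Schedule: 50 min reaction, RT, dark. Technique: FRET, CFP and YFP emission. Control set: no-enzyme wells low, DMSO-plus-enzyme wells high control.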
PfGluPho inh = PfG6PD (Plasmodium falciparum) enzyme inhibition; PfGluPho enzyme, NADPH resazurin-diaphorase fluorescence; inhibition, % at 20 µM; hit rate 0.78% among 350,000; AID 504690;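 active = inhibition reaching at least a set limit at 20 µM in the primary screen, cut at about 59% in these data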;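 also: 0% = DMSO wells with substrate and 100% = DMSO wells lacking glucose-6-phosphate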
Starred values were filed as active, the others as inactive; i = inactive; · = not tested or not shown.

SMILES	UBC13 inh	SENP7 inh	SENP8 block-1	SENP6 block	HKDC1 inhibitor	SENP8 block-2	beta cell repl	SENP1 FRET inh	PfGluPho inh
Cc1c(C(=O)O)cccc1N1C(=O)Nc2ccccc2N1O	3	0	32	-10	-7	-1	3	2	4
COc1ccccc1-n1cc(-c2ccc(C)cc2)[nH]c1=S	8	6	5	2	-5	1	-2	1	27
COc1ccc(NS(=O)(=O)c2cc(C(=O)N3CCCCCC3)ccc2C)cc1	5	5	6	-4	3	7	0	2	-21
COc1cccc2cc(C(=O)NCc3ccco3)c(=O)oc12	19	2	-86	-9	-8	-12	0	1	-8
Cc1cc(Nc2ccc(C(=O)O)cc2)nc(N)n1	-2	-3	9	9	-1	-7	0	1	-3
CCN(CC)S(=O)(=O)c1cccc(C(=O)N2CC(O)CC2C(=O)O)c1 (stereo not given)	1	0	18	-5	-8	-1	-2	2	-14
COC(=O)c1ccc(NC(=O)Cn2cnc3c(nnn3-c3cccc(OC)c3)c2=O)cc1	-15	0	-8	-8	2	-6	-3	-1	-16
COc1ccc(C(=O)/C=C(\C)Nc2ccc3c(c2)OCO3)cc1	0	1	41*	12	3	-3	6	-5	49
C#CCOc1ccc(/C=N/O)cc1Cl	15	-1	32	-11	-9	-5	3	1	-11
CCCCn1nnnc1SCC(=O)NNC(=O)C1CCCCC1	1	0	23	-13	4	-2	0	0	-19
COCCOc1cc(NCc2ccccc2)c2ncn(C(C)C)c2c1	-7	0	22	13	9	-4	-5	-79	45
COc1ccc(C(=O)NCC(=O)N/N=C/c2ccc([N+](=O)[O-])s2)cc1OC	-40	13	24	49	1	16	-6	-3	22
CN1CCCC(OC(=O)c2cc(Cl)ccc2Cl)C1 (stereo not given)	2	8	21	-3	-9	0	-1	1	-3
CCN1C(=O)[C@H]2[C@H]3CN=C(SCc4ccc(C)cc4)N3[C@@](CC)(C(=O)OC)[C@H]2C1=O	·	-1	8	·	5	·	·	1	8
COc1ccc(NC(=O)C2CCCN(C(=O)NC3CCCCC3)C2)cc1OC (stereo not given)	-14	-14	27	-24	-3	-12	-2	-2	-12
CC(=NNC(=O)c1cc(C)oc1C)c1ccc(Br)s1	3	13	15	2	-3	3	-3	-2	-3
O=C(COC(=O)c1cccc(OC(F)F)c1)Nc1cccc(S(=O)(=O)N2CCCC2)c1	0	4	-3	11	-2	5	-1	3	7
COc1ccc(/C=N/NC(=O)C(=O)N2CCCCCC2)cc1[N+](=O)[O-]	1	-1	12	-8	1	-2	0	3	-21
CN(CC(=O)Nc1cccc(F)c1)CC(=O)Nc1ccccc1[N+](=O)[O-]	-15	-2	10	13	-34	-2	-4	0	0
COc1ccccc1NC(=O)C(C)OC(=O)CCCOc1ccccc1 (stereo not given)	3	-13	5	-11	-2	-11	2	0	-11

13 entries already listed, arranged by heavy-atom count, lowest first:
SMILES	UBC13 inh	SENP7 inh	SENP8 block-1	SENP6 block	HKDC1 inhibitor	SENP8 block-2	beta cell repl	SENP1 FRET inh	PfGluPho inh
C#CCOc1ccc(/C=N/O)cc1Cl	15	-1	32	-11	-9	-5	3	1	-11
Cc1cc(Nc2ccc(C(=O)O)cc2)nc(N)n1	-2	-3	9	9	-1	-7	0	1	-3
CC(=NNC(=O)c1cc(C)oc1C)c1ccc(Br)s1	3	13	15	2	-3	3	-3	-2	-3
COc1ccccc1-n1cc(-c2ccc(C)cc2)[nH]c1=S	8	6	5	2	-5	1	-2	1	27
COc1cccc2cc(C(=O)NCc3ccco3)c(=O)oc12	19	2	-86	-9	-8	-12	0	1	-8
COc1ccc(C(=O)/C=C(\C)Nc2ccc3c(c2)OCO3)cc1	0	1	41*	12	3	-3	6	-5	49
COc1ccc(/C=N/NC(=O)C(=O)N2CCCCCC2)cc1[N+](=O)[O-]	1	-1	12	-8	1	-2	0	3	-21
CN(CC(=O)Nc1cccc(F)c1)CC(=O)Nc1ccccc1[N+](=O)[O-]	-15	-2	10	13	-34	-2	-4	0	0
COc1ccc(C(=O)NCC(=O)N/N=C/c2ccc([N+](=O)[O-])s2)cc1OC	-40	13	24	49	1	16	-6	-3	22
COc1ccc(NS(=O)(=O)c2cc(C(=O)N3CCCCCC3)ccc2C)cc1	5	5	6	-4	3	7	0	2	-21
CCN1C(=O)[C@H]2[C@H]3CN=C(SCc4ccc(C)cc4)N3[C@@](CC)(C(=O)OC)[C@H]2C1=O	·	-1	8	·	5	·	·	1	8
O=C(COC(=O)c1cccc(OC(F)F)c1)Nc1cccc(S(=O)(=O)N2CCCC2)c1	0	4	-3	11	-2	5	-1	3	7
COC(=O)c1ccc(NC(=O)Cn2cnc3c(nnn3-c3cccc(OC)c3)c2=O)cc1	-15	0	-8	-8	2	-6	-3	-1	-16

(cont.)
SMILES	UBC13 inh	SENP7 inh	SENP8 block-1	SENP6 block	HKDC1 inhibitor	SENP8 block-2	beta cell repl	SENP1 FRET inh	PfGluPho inh
Cc1cc(-c2nc(C)c(C(=O)NN)s2)no1	0	-6	-2	-26	-5	1	0	1	-1
Cn1c(SCC(=O)NNC(=O)c2ccccc2)nnc1C(F)(F)F	4	2	8	11	3	11	3	2	-14
Cc1ccc2cc(CCNS(=O)(=O)c3ccc(Br)cc3)c(=O)[nH]c2c1C	2	-5	-22	-12	4	-8	1	-1	-23
CN(C(=O)CN1C(=O)c2cccc(N)c2C1=O)C1CCCCC1	-16	-7	i	9	-5	-6	-6	-20	-7
COc1ccc(CC(=O)O/N=C(\N)Cc2ccc(OC)cc2)cc1	1	4	15	-5	0	2	-1	5	-7
N#CCOC(=O)C1CSC2(c3ccc(Br)cc3)CCC(=O)N12 (stereo not given)	6	5	-8	-15	-13	6	0	-6	7
Cc1ccc2cccc(S(=O)(=O)NC3CCS(=O)(=O)C3)c2n1 (stereo not given)	-8	-10	9	3	-9	-11	-2	-1	-3
CCC(=O)Nc1ccc(C(=O)CN2C(=O)NC3(CCOc4ccccc43)C2=O)cc1 (stereo not given)	0	1	-12	-3	-1	4	-1	-13	-19
COc1ccc(C(=S)N2CCCC2)cc1C	7	11	13	-16	-8	2	-2	0	-9
C=C(NC(C)=O)c1c(F)cccc1F	12	-3	8	0	-5	2	-2	2	6
O=C(c1ccc(Cl)cc1)N1CCC(C(=O)N2CCCc3ccccc32)CC1	-2	2	4	8	-2	0	-4	1	2
Cc1ccnc(NS(=O)(=O)c2ccc(NC(=O)c3ccc4c(c3)OCCO4)cc2)n1	0	0	7	2	-12	1	0	-55	-2
Cc1ccc(SCC(=O)NC(=O)c2ccc(S(=O)(=O)N(C)C)cc2)cc1C	13	-2	9	7	-13	12	0	3	-13
COC(=O)c1ccc(OCC(=O)NC2CCCCCC2)cc1	-4	6	4	-13	1	3	2	0	-2
COc1ccc(OC(=O)c2cnc3n(c2=O)CCS3)cc1	-7	4	17	-2	-1	1	2	3	-11
CC(C)CC(NC(=O)OC(C)(C)C)C(=O)O (stereo not given)	-14	-7	1	9	-4	-5	-1	3	6
O=C(CC(=O)N/N=C\c1ccc([N+](=O)[O-])cc1)NCCc1ccccc1	4	-2	18	-1	-3	2	-1	1	21
C/C=C/C(=O)Nc1nnc(C2CCCCC2)s1	-6	-7	0	-23	-10	-8	-1	3	-1
CSc1sc(C(=O)N2CCc3ccccc32)cc1S(=O)(=O)C(C)C	-1	13	-2	-3	-4	-10	-3	-1	10
COc1ccc(S(=O)(=O)Nc2c(C)n(C)n(-c3ccccc3)c2=O)cc1C(=O)O	-1	-17	19	-21	1	-5	-1	0	-8

Shown bar-delimited: part of the list above.
Compound | UBC13 inh | SENP7 inh | SENP8 block-1 | SENP6 block | HKDC1 inhibitor | SENP8 block-2 | beta cell repl | SENP1 FRET inh | PfGluPho inh
Cc1ccnc(NS(=O)(=O)c2ccc(NC(=O)c3ccc4c(c3)OCCO4)cc2)n1 | 0 | 0 | 7 | 2 | -12 | 1 | 0 | -55 | -2
CSc1sc(C(=O)N2CCc3ccccc32)cc1S(=O)(=O)C(C)C | -1 | 13 | -2 | -3 | -4 | -10 | -3 | -1 | 10
Cc1ccc(SCC(=O)NC(=O)c2ccc(S(=O)(=O)N(C)C)cc2)cc1C | 13 | -2 | 9 | 7 | -13 | 12 | 0 | 3 | -13

Going on with the list:
SMILES	UBC13 inh	SENP7 inh	SENP8 block-1	SENP6 block	HKDC1 inhibitor	SENP8 block-2	beta cell repl	SENP1 FRET inh	PfGluPho inh
Cn1c(CNc2nc(-c3ccccc3)cs2)nnc1SCC(=O)c1ccccc1	5	4	10	-15	1	-1	-2	0	17
CC1CCCC(C)N1C(=O)CSc1nnc(NC(=O)c2cccs2)s1 (stereo not given)	2	3	-44	11	-2	1	1	1	-16
Cc1ccc(C2CC(c3cccc(Br)c3)Nc3nnnn32)cc1 (stereo not given)	11	4	2	-6	2	-8	1	3	-15
Nc1ccc(C(=O)OCc2csc(-c3ccccc3)n2)cc1[N+](=O)[O-]	6	5	8	3	-17	3	-1	-1	18
C=CCn1c(O)c(C=Nc2ccc(CN3CCCCC3)cc2)c(=O)[nH]c1=S	4	2	9	-2	5	-2	-2	-3	5
COc1ccccc1N1CCN(S(=O)(=O)c2ccc(F)cc2)CC1	-1	-10	12	-15	6	-1	0	0	-3
COc1ccc(C(c2nnnn2Cc2cccs2)N2CCC(C(N)=O)CC2)c(OC)c1 (stereo not given)	6	3	11	7	-4	-1	4	0	-8
COc1cc(N)c(Cl)cc1C(=O)OCC(=O)NCC1CCCO1 (stereo not given)	18	8	2	-2	-5	4	1	1	3
COc1ccc(CCNC(=O)C2CCN(C(=O)c3cccc(Cl)c3)CC2)cc1OC	2	-3	3	-2	-1	-7	-2	1	-13
Nc1n[nH]c(C2CC2)c1N=Nc1ccc(Cl)c(Cl)c1	19	3	31	-28	-4	-17	-4	4	16
Cc1ccc(OC(=O)c2oc3ccc(F)cc3c2C)c(C)c1	-4	-5	4	18	4	-6	-5	2	3
CCC1CCCCN1CC(=O)Nc1cc(C)nn1-c1nc(C)cc(C)n1 (stereo not given)	8	-6	3	-1	5	-9	-3	-1	9
COC(=O)[C@@]1(Cc2ccc(OC)cc2)[C@H]2c3cc(C(=O)N4CCCC4)n(Cc4c(CO)[nH]cc(C)c4=O)c3C[C@H]2CN1C(=O)c1ccccc1	-5	1	·	-35	-8	-9	0	·	6
CC(=O)Nc1ccc(N2CCN(c3ccc(C(F)(F)F)cn3)CC2)nc1	-12	4	-105	11	2	12	-3	1	4
CSCCC(NC(=O)COc1ccccc1)C(=O)Nc1ccc(C)cc1 (stereo not given)	-6	1	13	-15	-9	-9	-3	3	3
O=C(COC(=O)c1n[nH]c2ccccc12)Nc1ccccc1	14	-6	14	-17	-9	-1	-2	2	-3
O=C(O)c1ccccc1CSc1nc2ccccc2s1	-6	-11	12	37	4	14	0	-1	-14
CCCSC(=S)NC1CCS(=O)(=O)C1 (stereo not given)	4	3	9	-27	-1	10	-3	0	1
CCc1ccc(N2CC(C(=O)Nc3ccc4c(c3)OCCO4)CC2=O)cc1 (stereo not given)	7	-1	12	10	5	3	5	0	10
CC(CNC(=O)C(C)(C)C)NC(=O)C(C)(C)C (stereo not given)	-6	-4	14	-18	2	-11	2	0	-4
